LDHA inh = inhibitors of human lactate dehydrogenase A | purified LDHA, NADH/diaphorase-resazurin fluorescence; active compounds read low | activity change, % (values are at about 110 or 230 µM) | 480,000 compounds, 0.15% hits; in the data active = activity change below about -30%; inconclusive = mostly about -25% to -30%;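 also: plate controls were DMSO wells for no effect and wells without enzyme for full effect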
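Human LDH5 (2 nM) was incubated with 0.06 mM NADH and 0.2 mM pyruvate for 5 min at room temperature in Tris pH 7.4. Remaining NADH was coupled through diaphorase/resazurin, and resorufin fluorescence was read at 0 and 20 min.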
Glioma ERSR ind = ER stress response induction in glioma. U87-MG GRP78 promoter luciferase reporter, 16 h. Potency, µM, for the others: at the top dose activation, hits mostly activators. 420,000 compounds, 0.02% hits. AID 602332; also: potency is read from the fitted curve at half-maximal effect; series mostly up to about 76 µM; % of control where 0% means no effect; nearly all actives have a fitted effect of over 35% in size
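Stably transfected U87-MG glioma cells carrying a GRP78-based luciferase sensor; 16 h compound incubation. Luminescence end-point read 10 min after Bright-Glo addition at room temperature.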
Vif-APOBEC3F blk = Vif-A3F binding inhibition | HeLa A3F-eYFP + Vif (tagged APOBEC3F with the HIV-1 protein that degrades it), YFP fluorescence increase | Potency, µM (top dose mostly 46.1 µM), inactives show top-dose activity, negative = active | 390,000 compounds, 0.2% hits; also: potency is read from the fitted curve at half-maximal effect; % of control where 0% means no effect; nearly all actives have a fitted effect of over 65% in size
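HeLa cells stably expressing Vif plus C-terminally eYFP-tagged A3F were seeded, incubated overnight at 37 deg C, dosed with compound, incubated overnight again at 37 deg C. Yellow fluorescence (Ex 488/Em 500-530) reported blocked Vif-mediated A3F-eYFP degradation.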
TrxR1 substrate = substrates of rat thioredoxin reductase 1; O89049; purified TrxR1 substrate turnover, NADPH consumption readout; Potency, µM (highest dose often 114 µM), without a hit: at the highest dose activity change, negative = substrate turnover; 390,000 compounds, 0.01% hits; AID 588456; also: potency is read from the fitted curve at half-maximal effect; % is scaled to controls: 0 for no effect and ±100 for the full control effect; nearly all actives have a fitted effect of over 50% in size
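Rat TrxR1, dispensed at 90 nM, was prereduced with 400 uM NADPH (final) for 5 min at ~22 deg C, then incubated with compound 15 min before 400 uM selenite. A first-read NADPH fluorescence drop versus no-compound background flagged substrates.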
USP1-UAF1 inh = inhibitors of human USP1/UAF1 deubiquitinase. recombinant USP1/UAF1, Ub-Rhodamine cleavage fluorescence. O94782. 390,000 compounds, 0.23% hits. Potency, µM (highest dose often 57.1 µM), without a hit: top-dose activity change, negative = inhibition, hits mostly inhibitors. AID 743255; also: potency is read from the fitted curve at half-maximal effect; % is scaled to controls: 0 for no effect and ±100 for the full control effect; nearly all actives have a fitted effect of over 60% in size; inactives centre near -12
Target sequence (O94782 whole entry, looked up): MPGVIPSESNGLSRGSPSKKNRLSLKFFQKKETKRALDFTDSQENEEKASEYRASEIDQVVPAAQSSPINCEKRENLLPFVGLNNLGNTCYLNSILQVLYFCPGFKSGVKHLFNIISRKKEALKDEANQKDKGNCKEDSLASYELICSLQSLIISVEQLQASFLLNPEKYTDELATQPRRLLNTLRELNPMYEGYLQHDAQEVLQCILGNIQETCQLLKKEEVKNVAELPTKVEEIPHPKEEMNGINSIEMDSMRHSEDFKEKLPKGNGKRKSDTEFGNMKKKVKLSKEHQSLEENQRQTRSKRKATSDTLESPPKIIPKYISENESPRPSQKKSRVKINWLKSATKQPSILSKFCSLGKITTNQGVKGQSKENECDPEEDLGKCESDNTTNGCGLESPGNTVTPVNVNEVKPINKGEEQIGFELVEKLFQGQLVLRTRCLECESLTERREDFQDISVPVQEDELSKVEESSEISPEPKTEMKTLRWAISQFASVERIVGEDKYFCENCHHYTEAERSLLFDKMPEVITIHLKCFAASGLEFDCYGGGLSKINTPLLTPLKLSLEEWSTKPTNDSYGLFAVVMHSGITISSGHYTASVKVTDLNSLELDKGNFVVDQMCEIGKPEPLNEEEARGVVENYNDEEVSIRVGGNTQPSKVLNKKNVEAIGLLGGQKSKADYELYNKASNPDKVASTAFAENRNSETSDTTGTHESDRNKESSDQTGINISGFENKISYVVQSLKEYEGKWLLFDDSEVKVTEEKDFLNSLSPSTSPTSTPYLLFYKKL
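1 nM enzyme complex + cpd, 15 min RT; start with Ub-Rho 150nM final; kinetic fluorescence ex 480/em 540, 6 reads q60 s. Buffer 50mM HEPES pH 7.8, 0.5mM EDTA, 0.1 mg/ml BSA, 1mM TCEP, 0.01% Tween-20.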
RGS4 inhibitor = human RGS4 inhibition. AID 504845. 390,000 compounds, 0.039% hits. Transcreener GDP fluorescence polarization, RGS4-accelerated GTP hydrolysis. Potency, µM (top dose mostly 114 µM), for inactives: at the highest dose activity change, negative = inhibition, actives largely listed as inhibitors; also: potency is read from the fitted curve at half-maximal effect; % is scaled to controls: 0 for no effect and ±100 for the full control effect; nearly all actives have a fitted effect of over 75% in size; some results filed as inactive show a strong effect at the top dose
Target sequence (P49798 whole entry, looked up): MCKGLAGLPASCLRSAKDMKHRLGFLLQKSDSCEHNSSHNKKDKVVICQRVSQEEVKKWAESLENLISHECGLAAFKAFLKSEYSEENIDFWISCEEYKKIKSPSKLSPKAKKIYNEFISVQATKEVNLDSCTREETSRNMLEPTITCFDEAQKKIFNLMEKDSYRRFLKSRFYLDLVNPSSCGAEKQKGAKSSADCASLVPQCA
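MLSMR compounds (23 nl, pin-transferred) preincubated 10 min at room temperature with a 500nM (2x) first reagent, then RGS4 at 900nM (2x) plus Transcreener GDP mix added; fluorescence polarization (620/688 nm) read before and after 90 min at 30 °C.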
mIDH1 inhibitor = blocks human mutant IDH1 R132H enzyme | Potency, µM (series often up to 76.6 µM), inactives show at the top dose activity change, negative = inhibition, most hits filed as inhibitors | O75874 | IDH1-R132H enzyme, NADPH consumption, diaphorase/resazurin fluorescence | 390,000 compounds, 0.093% hits; also: potency is read from the fitted curve at half-maximal effect; % is scaled to controls: 0 for no effect and ±100 for the full control effect; nearly all actives have a fitted effect of over 65% in size
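IDH1-R132H (0.5 ug/mL dispensed) in pH 7.5 Tris buffer was preincubated 30 min with compound, then given a substrate mix of 0.016 mM NADPH and 2 mM alpha-KG for 80 min at room temperature; remaining NADPH was read by diaphorase/resazurin fluorescence.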
Vif-APOBEC3G blk = blocks the Vif interaction with human APOBEC3G; Potency, µM (titrated, usually from 46.1 µM), for inactives: top-dose activity, negative = active, usual class: inhibitors; 410,000 compounds, 0.076% hits; AID 602310; HeLa A3G-eYFP + Vif (tagged APOBEC3G with the HIV-1 protein that degrades it), YFP fluorescence, overnight; Q9HC16;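 also: potency is read from the fitted curve at half-maximal effect; % is scaled to controls: 0 for no effect and ±100 for the full control effect; nearly all actives have a fitted effect of over 60% in size; hits raise eYFP signal because A3G escapes Vif-driven loss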
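Read-out is eYFP fluorescence (Ex 488/Em 500-530) from Vif-expressing HeLa A3G-eYFP cells; more signal means A3G escaped Vif-mediated degradation. Cells plated overnight, compound pinned in, incubated overnight at 37 deg C.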
rTrxR1 inhibitor = blocks rat thioredoxin reductase 1. Potency, µM (titrated, usually from 114 µM), for inactives: top-dose activity change, negative = inhibition, usual class: inhibitors. 390,000 compounds, 1% hits. recombinant rTrxR1, NADPH fluorescence consumption, selenite substrate. O89049. AID 588453; also: potency is read from the fitted curve at half-maximal effect; % is scaled to controls: 0 for no effect and ±100 for the full control effect; nearly all actives have a fitted effect of over 65% in size
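Rat TrxR1 (90 nM in the dispensed reagent) was pre-reduced with 400 uM NADPH for 5 min at room temperature, then incubated with compound for 15 min. After 400 uM selenite was added, NADPH fluorescence (Ex 340/Em 450 nm) was followed for 8 min.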
Active calls of the source: *; ? = inconclusive; · = not tested or not shown; & = joins results of further samples; [ ] = dose if it differs, or a comment. Unless noted, calls follow the shape of the dose curve; as a rule, active = well fitted curve in the direction sought with a large enough effect; inconclusive = small, poorly fitted or top-dose-only effect, or another doubt; inactive = no such curve, though single readings can be large; an effect the other way counts as inactive or inconclusive. A portion of the library. The share of hits here may be higher or lower than overall.

molecule | LDHA inh | Glioma ERSR ind | Vif-APOBEC3F blk | TrxR1 substrate | USP1-UAF1 inh | RGS4 inhibitor | mIDH1 inhibitor | Vif-APOBEC3G blk | rTrxR1 inhibitor
COc1ccc2oc(=N)c(C(=O)Nc3ccc(Br)cc3)cc2c1 | -5 | -1% | -12% | 5% | -3% | -17% | 1% | -17% | -6%
O=C(Nc1ccc(NC(=O)C2CC2)nc1)c1cnccn1 | 2 | 1% | 2% | -4% | -11% | -6% | -2% | 2% | 15%
Cc1ccc2cc(C#N)c(N3CCN(C(=O)c4cccs4)CC3)nc2c1 | -9 | -3% | -3% | 15%[57.1 µM] | -21% | -2% | 4% | 0% | 22%[57.1 µM]
COC(=O)c1sc(S(=O)(=O)N2CCN(c3ccccc3F)CC2)c(C(=O)OC)c1C | -3 | -4% | 4% | -7%[2.29 µM] | -4% | -1% | -1% | -3% | 29%[57.1 µM]
COc1ccccc1CNC(=O)c1cccn1-c1nnc(N2CCCC2)s1 | -3 | -2% | -10% | -7%[57.1 µM] | -3% | 1% | 15% | -4% | -7%[57.1 µM]
O=C(CCC1CCN(C(=O)c2cccc(Cl)c2F)CC1)Nc1ccccc1 | -10 | -2% | -18% | -4% | -6% | 6% | 8% | 1% | -5%
CC1CN=C(c2cccn2Cc2ccc(F)cc2Cl)O1 (stereo unspecified) | 2 | -3% | · | -3% | -9% | -21% | 8% | 0% | -1%
CC1CN(C2=CC(=O)CCC2)CC(C)O1 (stereo unspecified) | -4 | -3% | 1% | -1% | -14% | 8% | 10% | 5% | 20%
O=C(CSc1cn(Cc2ccccc2)c2ccccc12)N1CCOCC1 | 2 | 4% | -1% | 5%[57.1 µM] | -4% | 1% | 12% | -1% | -6%[57.1 µM]
O=C(Cn1cc(Cl)ccc1=O)c1ccc(Cl)cc1 | -8 | 2% | 1% | -8% | -8% | 16% | 0% | 0% | -16%
O=S(=O)(c1ccccc1)N1CN(c2ccc(F)cc2F)c2nc3ccccc3nc21 | -2 | -5% | 8% | 6%[57.1 µM] | -6% | -49% | 2% | -7% | -9%
O=C(Nn1cnnc1)c1cc(Cl)cc(Cl)c1 | -7&0 | 1% | ? | 1% | -13% | 4% | 18% | -4% | 8%
CCCS(=O)(=O)N1CC(=O)N(c2cc(C)cc(C)c2)C(C)(C(=O)NC2CCCCCC2)C1 (stereo unspecified) | -14 | -1% | 5% | -4% | -16% | 1% | -3% | 2% | 8%
Clc1ccc(/C=N/Nc2ccccn2)cc1 | -5 | 6% | 4% | 0% | -17% | -1% | -3% | -8% | 2%
Cn1cc(CN2CCC(O)CC2)c(-c2ccc(Oc3ccccc3)cc2)n1 | -8 | 0% | 2% | -4% | -1% | 0% | -8% | -1% | 7%
O=C(Nc1ccccc1)N1CCC(C(=O)N2CCN(Cc3ccccc3)CC2)CC1 | -7 | -3% | 1% | -15% | -6% | -11% | 3% | -5% | -28%
Cc1ncc2c(n1)NC(=O)NC2 | -13 | -2% | 6% | 4% | -5% | 11% | -8% | -1% | 25%
O=C(NCCO)c1cc2c(s1)CCC2 | 1 | -3% | -6% | 2% | -14% | -25%[11.4 µM] | 4% | 2% | 3%
COCCCNC(=O)c1ccc2c(c1)N=C(C)c1c(C)ccc(C)c1S2 | -14 | -2% | -4% | -1% | -26% | 14% | -2% | -66% | 10%
Cc1ccc2c(c1)N(C(C)C(=O)NCc1ccc3c(c1)OCO3)C(=O)CO2 (stereo unspecified) | 2 | -2% | -18% | 8%[57.1 µM] | -3% | -41%[56.9 µM] | 0% | -6% | 25%[57.1 µM]
C=C1CCC(O)C2(C)CCC3C(C)C(=O)OC3C12O (stereo unspecified) | -6 | -6% | -12% | 0% | -15% | 4% | 4% | -4% | -11%
Brc1ccc(-c2csc(Nc3nc(-c4ccc(Br)cc4)cs3)n2)cc1 | -1 | 10% | -28% | -5% | -12% | 4% | 2% | -4% | 10%
Cn1c(=O)c2c(nc(SCc3cccnc3)n2Cc2ccc(F)cc2)n(C)c1=O | 6 | -2% | 5% | 7% | 5% | -26% | 1% | 0% | 27%
O=[N+]([O-])c1cc(/C=N/O)ccc1Sc1ccccc1 | -6 | -1% | -12% | -13% | -16% | -45% | 3% | 1% | 10%[57.1 µM]
NNC(=O)c1cc(S(=O)(=O)N2CCOCC2)c[nH]1 | -11 | -2% | 1% | -7% | 0% | 18% | -8% | 2% | 3%
S=c1[nH]c(-c2ccccc2)cn1/N=C/c1ccc(Br)cc1 | -5 | -3% | -8% | 8%[57.1 µM] | -18% | -20% | -3% | 3% | -34%
CCOc1ccc(CCNC(=O)c2cc3c(-c4ccccc4F)nn(C)c3s2)cc1 | 2 | -4% | -7% | -1% | -27% | 5% | 1% | 0% | 12%
COc1ccc2sc(-c3ccc(SC)cc3)c(/C=C/c3ccc(OC)c(OC)c3)c2c1 | -8 | -2% | 0% | 3% | -23% | 12% | 6% | 1% | -12%
CCOc1ncccc1C(=O)OCC(=O)Nc1ccc(S(=O)(=O)N2CCOCC2)cc1 | -1 | -5% | -2% | -1% | -21% | -25% | -4% | -1% | 14%
O=C1NC(c2ccccc2)=CC(c2ccccc2)N1 (stereo unspecified) | -2 | -2% | 2% | 5%[57.1 µM] | -16% | -2% | 6% | 4% | 1%[57.1 µM]
CCOC(=O)C(C)Sc1nc2c(c(=O)[nH]c(=O)n2C)n1C/C=C(/C)Cl (stereo unspecified) | 2 | -3% | 4% | -8% | -22% | ? | 0% | -3% | 4%[57.1 µM]
CN1C(=O)CC(N2CCN(c3ccc(Cl)c(Cl)c3)CC2)C1=O (stereo unspecified) | -4 | -2% | 7% | -6% | -4% | 19% | 2% | 0% | -12%
CCOC(=O)c1c(C)[nH]c(C)c1S(=O)(=O)N(C)CC(=O)Nc1ccc(C)cn1 | -2 | -1% | -2% | -2% | -5% | -15%[56.9 µM] | -4% | -1% | -7%
COCCCNc1oc(-c2ccc(COc3ccc(Cl)cc3)o2)nc1C#N | -10 | -1% | 4% | 5% | -2% | -14% | -10% | -2% | 8%
CCOC(=O)NC(=O)COC(=O)CCCSc1nc2ccccc2s1 | -7 | -8% | 4% | 6%[57.1 µM] | -17% | 1% | -7% | 2% | 9%[57.1 µM]
Cc1ccc(C(=O)N/C(=C/c2cccc([N+](=O)[O-])c2)C(=O)NC(C)C)cc1 | -5 | -1% | 2% | -7% | -1% | 11% | 11% | -4% | -7%
Cn1ccsc1=NC(=O)c1ccc(S(C)(=O)=O)c([N+](=O)[O-])c1 | -7 | ? | -7% | -13% | -10% | -5% | 0% | ? | 56µM*
O=C(Nc1ccccc1)C1=C[C@H](c2ccccc2)C[C@H](OCCCCO)O1 | 0 | 5% | -5% | 8%[57.1 µM] | -22% | -4% | -7% | 1% | 12%[57.1 µM]
CC(C)NCC(O)COc1ccc(CC(N)=O)cc1 (stereo unspecified) | -5 | -2%&-3%&-1%&-5% | 4% | -5%[57.1 µM] | -28% | 14%[56.9 µM] | -14% | -2% | -16%[57.1 µM]
Cc1ccc(OC(C)C(=O)N2CC(=O)Nc3ccccc32)cc1 (stereo unspecified) | -4 | -3% | -4% | -2%[57.1 µM] | -14% | -20% | -3% | 0% | -21%[57.1 µM]
COc1cc(OC)c2ccc(=O)oc2c1C(CC(=O)N1CCOCC1)c1ccc(N(C)C)cc1 (stereo unspecified) | 1 | -1% | 0% | 0% | ? | -18% | 1% | 0% | 12%
CCNC(=S)Nc1cc(OCC)c(NC(=O)c2ccco2)cc1OCC | 1 | -5% | 2% | -1% | -18% | -40% | 1% | -9% | 12%
O=C(CSc1nnc(-c2ccc(Cl)cc2)n1Cc1ccco1)c1cccs1 | 1 | 2% | -1% | -6% | ? | -43% | 5% | -9% | 35µM*
C/C(CC(=O)Nc1ccc(Cl)c(C(F)(F)F)c1)=N\NC(=O)c1cnccn1 | 1 | 5% | 2% | -7% | -14% | -1% | -2% | -1% | 4%
COc1ccc(CCNC(=O)CCc2ccccc2)cc1OC | 1 | -10% | -27% | 1% | -14% | 11% | -6% | 0% | 17%
Cc1nc(C#N)c(N/N=C/c2c(F)cccc2Cl)o1 | -9 | 2% | -12% | -10% | -22% | -44% | -2% | 4% | ?
Cc1ccc(N2/C(=N/c3nc(C)cc(C)n3)NC(=O)CC2C(=O)O)cc1 (stereo unspecified) | 7&-1 | -2% | -4% | 11% | -8% | -2% | 2% | -4% | 27%
CC1N=C2c3ccccc3N=C(SCC(=O)NCCc3ccccc3)N2C1=O (stereo unspecified) | 2 | -3% | 1% | 7%[57.1 µM] | 4% | -3% | 34%[activator] | 4% | 1%[57.1 µM]
Cc1cccc(CCNC(=O)COc2cc(=O)n(C)c3ccccc23)c1 | -7 | 2% | -4% | 7%[57.1 µM] | -11% | -4% | 12% | -5% | 5%[57.1 µM]
COc1cccc(CN2C(=O)CN(C3CCCCC3)C(=O)C2c2ccc(F)cc2)c1 (stereo unspecified) | 3 | -3% | 6% | 7% | -13% | -24% | 6% | -2% | 30%
COc1ccc(C=NNC(=S)NN=Cc2ccc(OC)c(OC)c2)cc1OC | 8 | -4% | 0% | -3%[57.1 µM] | -23% | ? | 4% | 4% | 1%[2.29 µM]

Compound activity from PubChem BioAssay.
